EWS-Fli inh – EWS/Fli transcriptional activity inhibition; A673 NR0B1-luciferase reporter, viability-normalised; inhibition, % at 12.6 µM; 350,000 tested, 0.67% active; AID 651661;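 active = mean inhibition of at least 50% after viability correction, with every replicate also passing that limit; inconclusive = mean reaches 50% but only one of two replicates passes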;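 note: firefly luciferase signal divided by Alamar Blue viability fluorescence both relative to DMSO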
DENV2 CPE rescue – DENV2-induced cell death inhibition. DENV2-infected cells, cytopathic effect rescue, plate reader. CPE inhibition, % at 9.99 µM. 350,000 tested, 1.7% active. AID 651640; in the data active = CPE inhibition above about 20%, passing the limit was not always enough; inconclusive = no clear call, values can overlap the other calls; tested in BHK-21 cells;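 note: 0% = median of neutral control wells and 100% = median of positive control wells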
PAX8 reporter – inhibitors of PAX8 transcriptional activity in RMG-I cells. RMG-I TPO-luciferase reporter, SteadyGlo, 24 h. inhibition, % at 12.6 µM. 360,000 tested, 1.2% active. AID 652154;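 active = mean replicate inhibition at least 60% with every replicate also reaching 60%; inconclusive = only one of the two criteria is met; inactive = mean below 60% and not all replicates reaching 60%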;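 note: luciferase light reporting Pax8 driven TPO promoter activity; plate controls were median of neutral control wells for no effect and mitoxantrone controls for full effect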
GSIS activator – primary screen for activators of insulin secretion dependent on glucose, INS-1E cells, GLuc reporter luminescence. INS-1E GLuc reporter insulin secretion, 2-3 h. activation, % at 16.6 µM. 370,000 tested, 0.61% active. AID 743287;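 active = lowest replicate activation of at least 40%, so every replicate reaches that level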;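 note: 0% = median of neutral control wells and 100% = median of IBMX positive control wells; some compounds called inactive have numbers as strong as hits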
XiGFP reactiv – X-chromosome reactivation activator | XiGFP mouse fibroblasts, % GFP-positive cells imaging, 3 d; cells co-treated with 5-aza-dC sensitizer; scaled so ellipticine positive control = 100% | activation, % at 7.58 µM | 360,000 tested, 0.055% active | AID 743238;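 active = mean normalized replicate activation at least 10% and every replicate at or above 10%; inconclusive = only one of the two criteria met; inactive = mean below 10% and not all replicates reach 10%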;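 note: 0% = median of on-plate neutral control wells and 100% = ellipticine 6 µM median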
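material = 68-5-11 XiGFP fibroblast line | medium = DMEM plus 5-aza-dC sensitizer | schedule = 3 days compound exposure | benchmarks = positive control ellipticine, 6 µM final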
F508del corr – CFTR F508del correction in bronchial cells; activity (quench increase), % at 7.58 µM; CFBE cells, YFP halide quenching; stimulated with forskolin plus potentiator P3; % fluorescence drop versus neutral controls; 350,000 tested, 0.36% active;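 active = mean added fluorescence quench of at least 8% versus neutral control, with both replicates also reaching 8%; inconclusive = only one of the mean or replicate conditions met; inactive = mean below 8% and not both replicates reaching 8%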;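 note: cells transiently co-express mutant CFTR-F508del with the halide-sensitive YFP; corrector assay measuring rescue of mutant channel to the surface after 24 h compound exposure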
ERp5 block – inhibitors of human ERp5 | ERp5 insulin aggregation, absorbance 650 nm, 90 min | inhibition, % at 9.99 µM | 350,000 tested, 0.05% active;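 active = mean replicate inhibition above about 25%, with every replicate also reaching it, limit read from the data, passing the limit was not always enough; inconclusive = only one of those two criteria met; inactive = neither criterion met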
Target sequence (Q15084 whole entry, looked up): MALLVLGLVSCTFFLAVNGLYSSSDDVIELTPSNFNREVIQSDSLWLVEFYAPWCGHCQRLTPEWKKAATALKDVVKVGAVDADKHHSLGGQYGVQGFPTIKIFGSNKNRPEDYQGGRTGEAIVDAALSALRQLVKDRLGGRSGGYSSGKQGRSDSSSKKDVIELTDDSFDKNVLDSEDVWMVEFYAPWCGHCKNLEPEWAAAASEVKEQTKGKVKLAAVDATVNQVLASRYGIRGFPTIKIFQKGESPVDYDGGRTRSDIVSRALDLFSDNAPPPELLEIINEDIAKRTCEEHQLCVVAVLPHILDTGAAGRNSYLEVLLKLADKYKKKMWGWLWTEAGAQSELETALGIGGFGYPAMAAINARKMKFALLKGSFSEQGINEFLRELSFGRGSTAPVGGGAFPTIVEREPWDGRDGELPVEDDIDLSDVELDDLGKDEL
ARNT-TACC3 inh – disruptors of human ARNT/TACC3 interaction; Q9Y6A5; AlphaScreen His-ARNT PAS-B/GST-TACC3 binding, luminescence; TACC3 fragment carries E629A point mutation; inhibition, % at 9.99 µM; 390,000 tested, 0.66% active;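 active = mean inhibition of replicates at least 50% and at least half of replicates each reaching 50%; inconclusive = half or more replicates reach 50% but mean below 50%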;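 note: 0% = complete ARNT plus TACC3 wells and 100% = ARNT alone without TACC3; many hits fall short of the cut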
* hit, by the source's call; ? = inconclusive; . = no result given.

SMILES | EWS-Fli inh | DENV2 CPE rescue | PAX8 reporter | GSIS activator | XiGFP reactiv | F508del corr | ERp5 block | ARNT-TACC3 inh
CCOc1ccc(NC(=O)CN(C)C(=O)c2ccc(COc3ccccc3)o2)cc1OCC | -2 | ? | -1 | -7 | 0.1 | 1.2 | 4 | 5
CCCC#Cc1ccc([C@H]2[C@H](CO)N3C(=O)CN(S(=O)(=O)c4ccccc4C)C[C@@H]23)cc1 | -3 | 9 | . | -22 | 0.0 | -2.6 | 3 | .
Clc1nc(Cl)nc(NCCC2=CCCCC2)n1 | 6 | 3 | 4 | 16 | -0.1 | -3.0 | 3 | 10
Cc1nc(N2CCC(C)CC2)c2c(C)c(C(=O)Nc3ccccc3C(F)(F)F)sc2n1 | -8 | -3 | -10 | -11 | 0.3 | . | 3 | -1
C[C@H]1CN([C@@H](C)CO)C(=O)c2cccc(NC(=O)c3cnccn3)c2O[C@H]1CN(C)Cc1ccccc1 | -5 | -2 | 14 | 14 | -0.2 | -1.1 | -1 | 35
COc1ccc(NC(=O)N(C)C[C@H]2Oc3ccc(N(C)C)cc3CC(=O)N([C@@H](C)CO)C[C@@H]2C)cc1 | . | -3 | -6 | -1 | 0.0 | -2.2 | -4 | -16
CCC(OC(=O)C1=Cc2ccccc2OC1)C(=O)NC1CCCC1 (stereo not drawn) | 4 | -1 | . | -1 | . | 2.4 | -4 | -4
O=C(C[C@@H]1CC[C@@H](NC(=O)c2cccnc2)[C@H](CO)O1)NCc1ccncn1 | 6 | . | -3 | 4 | 0.2 | 1.9 | 4 | .
Cc1ccc(S(=O)(=O)N2CCC(C(=O)N[C@@H](C)C(=O)NCc3ccco3)CC2)cc1 | . | . | -13 | 10 | 0.0 | . | . | -14
CC(=O)Nc1ccc(S(=O)(=O)Nc2c(C)nn(-c3ccccc3)c2C)cc1 | 9 | -5 | . | 8 | . | 0.4 | 0 | -3
CC=Cc1ccc2n(c1=O)C[C@H]1[C@H](CO)[C@@H](C(=O)N3CCC(Cc4ccccc4)CC3)N(CCC)[C@@H]21 (mixture of isomers) | 11 | 2 | 2 | -21 | 0.0 | 2.3 | . | .
CSc1ncccc1C(=O)NCC(c1cccs1)N1CCOCC1 (stereo not drawn) | -5 | 6 | -11 | 7 | 0.1 | 3.8 | 4 | -21
CCn1c(=O)cc(OCC(=O)NCCCN2CCCC2=O)c2ccccc21 | . | -2 | -2 | -6 | 0.1 | -0.6 | 0 | .
CC12CCC(O)CC1=CCC1C2CCC2(C)C(c3ccn[nH]3)CCC12 (stereo not drawn) | 5 | 18 | 1 | -2 | 0.3 | 0.6 | 2 | 1
CC(=O)CN1C(=O)NC(c2ccccc2)(c2ccccc2)C1=O | 1 | 12 | 7 | -3 | 0.4 | 0.6 | 0 | 5
CC(=O)c1cccc(NC(=O)C(Sc2ncnc3ccccc23)c2ccccc2)c1 (stereo not drawn) | . | . | 27 | -2 | -0.1 | . | . | 4
CN1CCN(c2ccc(C(F)(F)F)cc2NC(=O)c2ccco2)CC1 | . | -6 | 1 | 14 | 0.2 | 2.7 | -5 | -9
COc1cccc(NC(=O)N[C@H]2C=C[C@@H](CC(=O)N3CCOCC3)O[C@H]2CO)c1 | -4 | 2 | -5 | 10 | 0.0 | -2.2 | -3 | -9
CC(=O)NNC(=S)NC(=O)C(c1ccccc1)c1ccccc1 | 18 | 1 | 36 | -15 | 0.0 | 0.7 | -1 | 29
Cc1nnc2c(NC3CCCCC3)nc3ccccc3n12 | 14 | 1 | -15 | 5 | 0.1 | -2.1 | 4 | -5
CCOCC(=O)Nc1cccc(SC)c1 | 1 | 6 | 25 | -15 | 0.0 | 1.2 | 5 | -6
Cc1[nH]c2ccc(C(=O)N3CCN(Cc4ccccc4)CC3)cc2c1C | -21 | -4 | 14 | 12 | 1.2 | 1.7 | 2 | 5
Cc1cc(C)c2ccc(=O)n(CC(=O)N/N=C/c3ccccc3Cl)c2n1 | -19 | 7 | 0 | . | 0.1 | -4.2 | 6 | -2
CC(C(=O)c1ccc(-c2ccccc2)cc1)[n+]1cccc(C(N)=O)c1 (stereo not drawn) | 8 | 0 | 12 | 2 | 0.2 | 0.4 | -1 | -6
C[C@H](CO)N1C[C@H](C)[C@H](CN(C)C(=O)CN(C)C)Oc2ncc(C#C[C@@H](C)O)cc2C1=O | -10 | -1 | . | 6 | -1.1 | 3.3 | -2 | -4

Quoted at random: 6 compounds from above, in no set order.
SMILES | EWS-Fli inh | DENV2 CPE rescue | PAX8 reporter | GSIS activator | XiGFP reactiv | F508del corr | ERp5 block | ARNT-TACC3 inh
CN1CCN(c2ccc(C(F)(F)F)cc2NC(=O)c2ccco2)CC1 | . | -6 | 1 | 14 | 0.2 | 2.7 | -5 | -9
Clc1nc(Cl)nc(NCCC2=CCCCC2)n1 | 6 | 3 | 4 | 16 | -0.1 | -3.0 | 3 | 10
C[C@H](CO)N1C[C@H](C)[C@H](CN(C)C(=O)CN(C)C)Oc2ncc(C#C[C@@H](C)O)cc2C1=O | -10 | -1 | . | 6 | -1.1 | 3.3 | -2 | -4
Cc1[nH]c2ccc(C(=O)N3CCN(Cc4ccccc4)CC3)cc2c1C | -21 | -4 | 14 | 12 | 1.2 | 1.7 | 2 | 5
O=C(C[C@@H]1CC[C@@H](NC(=O)c2cccnc2)[C@H](CO)O1)NCc1ccncn1 | 6 | . | -3 | 4 | 0.2 | 1.9 | 4 | .
CC12CCC(O)CC1=CCC1C2CCC2(C)C(c3ccn[nH]3)CCC12 (stereo not drawn) | 5 | 18 | 1 | -2 | 0.3 | 0.6 | 2 | 1

Full records as entered above. Values in the order: EWS-Fli inh, DENV2 CPE rescue, PAX8 reporter, GSIS activator, XiGFP reactiv, F508del corr, ERp5 block, ARNT-TACC3 inh
Listed for CC(=O)c1cccc(NC(=O)C(Sc2ncnc3ccccc23)c2ccccc2)c1 (stereo not drawn) → ., ., 27, -2, -0.1, ., ., 4
Listed for CSc1ncccc1C(=O)NCC(c1cccs1)N1CCOCC1 (stereo not drawn) → -5, 6, -11, 7, 0.1, 3.8, 4, -21

Next part.
SMILES | EWS-Fli inh | DENV2 CPE rescue | PAX8 reporter | GSIS activator | XiGFP reactiv | F508del corr | ERp5 block | ARNT-TACC3 inh
C=CCc1cccc(/C=N/NC(=O)CNc2ccccc2OC)c1O | 10 | . | 2 | 1 | -0.1 | 5.0 | 3 | -1
COc1ccc(/C=N/NC(=O)c2ccc(C)nc2)cc1O | -2 | -3 | 2 | 7 | 0.0 | 0.0 | 0 | 14
COc1ccc(NS(=O)(=O)c2ccc3c(c2)N(C(C)=O)CCO3)cc1 | -2 | 5 | -3 | 10 | 0.1 | 1.5 | 4 | -11
Cc1cccc(C(=S)N2CCOCC2)n1 | -2 | 9 | -1 | 9 | 0.0 | -0.7 | 16 | -7
COc1ccc(NC(=O)c2ccc(NC(=O)C3CC3)cc2)cc1 | . | -4 | -9 | 21 | 0.1 | -0.4 | -5 | -2
Cc1nn(-c2nnc(NCc3ccccc3)nn2)c(C)c1Br | . | . | 4 | -12 | -0.1 | . | . | 0
CCNC(=O)C[C@@H]1CC[C@@H]2[C@H](COc3ccc(NC(=O)c4ccccc4Cl)cc3C(=O)N2C)O1 | -1 | 1 | -3 | 3 | 0.0 | 1.9 | . | -11
COCC(=O)N(C)C[C@@H]1Oc2cc(C#C[C@H](C)O)ccc2S(=O)(=O)N([C@@H](C)CO)C[C@@H]1C | -12 | 0 | . | 8 | -1.4 | 2.3 | 3 | -4
Cn1c(N)c(C(=O)COC(=O)/C=C/c2cccc(Br)c2)c(=O)n(C)c1=O | 7 | -3 | 1 | -26 | -0.1 | -2.6 | 4 | 0
COc1cc(NC(=O)Nc2cc(C)on2)cc(OC)c1OC | -7 | 1 | -3 | -4 | -0.1 | 1.7 | 2 | -1
CC(=O)Nc1ccc(NC(=O)C(C)OC(=O)CC2CCCCC2)cc1 (stereo not drawn) | -4 | -4 | 2 | 16 | 0.2 | 0.4 | -4 | 0
CC1(C)N=C(N)N=C(N)N1c1ccc(Oc2ccc(Cl)cc2)c(Cl)c1 | 48 | 19 | 60* | -14 | 0.1 | -1.7 | 4 | 1
CCCN(CC(=O)Nc1ccccc1OC)C(=O)CCCN1C(=O)c2ccccc2C1=O | -3 | 7 | 3 | 30 | 0.1 | -6.9 | 6 | -2
O=C(C[C@H]1C[C@@H]2c3cc(NC(=O)NC4CCCCC4)ccc3O[C@@H]2[C@H](CO)O1)NCc1ccncc1 | -1 | 8 | -5 | -8 | 0.0 | -0.8 | 6 | 8
COc1ccc(C(=O)NCc2nnc(SCC(=O)Nc3nnc(C)s3)o2)cc1 | -7 | 10 | 13 | 13 | 0.5 | -2.7 | 5 | 19
CN(C)C(=O)[C@H]1[C@H](CO)[C@H]2Cn3c(ccc(-c4ccncc4)c3=O)[C@@H]1N2CC1CCCC1 | -5 | 1 | . | -3 | 0.0 | 0.9 | -5 | 5
COC(=O)c1cccc(NC(=O)CC2C(=O)NCCN2C(=O)Nc2ccccc2)c1 (stereo not drawn) | -10 | 3 | -2 | 20 | 0.1 | -0.1 | 0 | -4
COCCOC(=O)C1=C(N)Oc2c(oc(CO)cc2=O)C1c1ccccc1F (stereo not drawn) | -1 | . | . | -4 | . | -0.2 | 7 | -1
CCOC(=O)C1CCCN(S(=O)(=O)c2nc3nc(C)cc(C)n3n2)C1 (stereo not drawn) | 0 | 1 | -12 | 16 | 0.1 | 0.1 | 0 | -1
COCC#Cc1cnc2c(c1)C(=O)N([C@@H](C)CO)C[C@@H](C)[C@@H](CN(C)C(=O)C1CC1)O2 | 13 | 9 | . | 29 | -0.1 | -1.1 | -3 | -6
CC(C)CN1CCC(Oc2cccc(C(=O)NCCc3ccccc3)c2)CC1 | -22 | -2 | -86 | 14 | 0.0 | 0.7 | 3 | -9
COc1ccccc1N=NC1C(=O)N(C(N)=S)N=C1C (stereo not drawn) | -3 | ? | -30 | . | 0.2 | -0.8 | 0 | 4
COc1ccccc1-c1nn2c(-c3ccco3)nnc2s1 | -94 | . | . | 9 | . | 0.1 | -10 | -2
CO[C@@H]1CC[C@H]2CCOc3ccc(C#N)cc3C(=O)N(C)C[C@@H](C)C(=O)N(C)C[C@@H]1O2 | 4 | 18 | 1 | 3 | 0.1 | . | 9 | -10
O=C(CN1C(=O)C2CC=CCC2C1=O)Nc1nc(-c2ccc(F)cc2)cs1 (stereo not drawn) | -6 | -2 | -8 | -42 | 0.3 | 1.9 | -11 | 6
CN(C)c1ccc(-c2cccc(C3CC=CC4C3C(=O)N(Cc3ccccc3)C4c3ccc4ccccc4c3)c2)cc1 (stereo not drawn) | -6 | -8 | 1 | 11 | 0.0 | 1.5 | 3 | -4
CCOc1ccccc1NC(=O)c1sc2ncn(CC(=O)N3CCOCC3)c(=O)c2c1C | -9 | 6 | 23 | -2 | . | 2.0 | 6 | 21
COc1ccc(S(=O)(=O)N2CCN(Cc3cccnc3)CC2)cc1 | . | -1 | . | 12 | 0.4 | -1.2 | 7 | 0
CCN(CC(=O)Nc1c(F)cccc1F)C(=O)c1ccc(C(=O)c2ccccc2)cc1 | -5 | 11 | -13 | -8 | -0.7 | -1.2 | 19 | 11
COc1ccccc1/C=N/NC(=O)c1ccc(=O)n(C)c1 | . | . | 7 | -9 | 0.0 | . | . | 3
